# Screens as filed in PubChem BioAssay.
# EphB4 antag: EphB4-ephrin-B2 interaction antagonists, primary screen, biochemical, TNYL-RAW peptide probe, fluorescence polarization; hit rate 0.15% among 97,000; inhibition, % at 7 µM; EphB4 LBD / TNYL-RAW-Alexa532 peptide;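 active means inhibition above the screen-wide mean inhibition plus 3 SD, cut at about 15% in these data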;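 further: 0% = DMSO wells and 100% = excess unlabeled TNYL-RAW peptide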
# PostGolgi yeast: phenotypic screen on post-Golgi transport, primary screen; post-Golgi transport phenotypic cell assay; inhibition, % at 10 µM; hit rate 0.9% among 98,000;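 further: yeast cells grown in 1536-well plates; yeast grown about 18 h at 30C before absorbance read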
# Rev-RRE block: HIV-1 Rev-RRE binding inhibitors, primary screen, biochemical, FRET, protein-RNA interaction. AID 704, 2007. inhibition, % at 8 µM. Rev peptide-RRE RNA binding. P05866. hit rate 0.79% among 97,000;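 active means inhibition above the screen-wide mean plus 3 SD, cut at about 35% in these data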;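 further: 0% = median DMSO wells and 100% = median Neomycin B control wells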
# Target sequence (P05866 whole entry, looked up): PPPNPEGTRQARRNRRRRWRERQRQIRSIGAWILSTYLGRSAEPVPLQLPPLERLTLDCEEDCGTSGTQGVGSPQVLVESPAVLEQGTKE
#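 Assay system: Rev peptide and RRE RNA, both fluorescently labelled; times: 5 min preincubation and 15 min binding, 25 °C; detection: FRET, ex 480 nm, em 540 and 671 nm; read-out basis: % inhibition from 671/540 nm acceptor-to-donor ratio, scaled between controls; benchmarks: DMSO low control, neomycin B high control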
# S1P2 antag: human S1P2 receptor antagonists, primary screen, cell-based; inhibition, % at 5 µM; cell-based S1P2 antagonist assay, inhibition at 5 uM; hit rate 0.21% among 97,000; Sphingosine 1-phosphate receptor 2 (Homo sapiens), O95136; in the data active means inhibition above about 45%;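 further: CRE beta-lactamase reporter cells expressing human S1P2 stimulated with S1P; 0% = agonist at EC80 alone and 100% = agonist plus reference antagonist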
# S1P2 agonist: S1P2 receptor agonists, primary screen, cell-based | Sphingosine 1-phosphate receptor 2 (Homo sapiens), O95136 | S1P2-expressing cell line, agonist reporter read-out | activation, % at 4.5 µM | hit rate 0.46% among 97,000 | AID 729, 2007; in the data active means activation above about 16%;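 further: 0% = vehicle low control and 100% = maximal reference agonist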
# LYP act: LYP phosphatase activators, primary screen, biochemical, DiFMUP fluorescence, 2 µM. recombinant LYP; 0 = plate median, 100 = signal doubled. activation, % at 2 µM. hit rate 0.11% among 96,000;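 active means activation at 2 µM above a set limit, the mean plus 5 SD, cut at about 37% in these data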
# Target sequence (Q9Y2R2 whole entry, looked up): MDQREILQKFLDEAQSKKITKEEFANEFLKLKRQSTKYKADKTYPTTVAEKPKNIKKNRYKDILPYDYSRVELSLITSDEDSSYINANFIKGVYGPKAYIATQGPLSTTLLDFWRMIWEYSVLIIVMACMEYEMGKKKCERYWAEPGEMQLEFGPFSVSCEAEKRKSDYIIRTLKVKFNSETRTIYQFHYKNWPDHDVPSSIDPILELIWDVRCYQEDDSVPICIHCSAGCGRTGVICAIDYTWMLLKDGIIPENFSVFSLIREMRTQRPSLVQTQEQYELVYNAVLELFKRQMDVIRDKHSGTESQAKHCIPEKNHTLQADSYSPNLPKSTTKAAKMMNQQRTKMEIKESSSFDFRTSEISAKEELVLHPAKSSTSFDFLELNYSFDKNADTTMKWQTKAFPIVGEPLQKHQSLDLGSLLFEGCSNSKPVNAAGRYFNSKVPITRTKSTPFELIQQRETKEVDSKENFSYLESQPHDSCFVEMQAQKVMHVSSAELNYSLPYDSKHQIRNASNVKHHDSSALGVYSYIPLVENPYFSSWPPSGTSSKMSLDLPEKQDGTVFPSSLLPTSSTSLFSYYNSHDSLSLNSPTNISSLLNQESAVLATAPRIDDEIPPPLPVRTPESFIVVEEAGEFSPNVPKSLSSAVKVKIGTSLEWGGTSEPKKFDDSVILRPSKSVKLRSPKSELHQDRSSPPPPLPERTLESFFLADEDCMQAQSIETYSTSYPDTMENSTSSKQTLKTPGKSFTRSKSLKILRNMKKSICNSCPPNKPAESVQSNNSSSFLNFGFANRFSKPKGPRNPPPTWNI
# PostGolgi ctrl: growth inhibition of yeast control strain, primary screen, counter-screen for post-Golgi transport modulator project | hit rate 5% among 98,000 | efflux-deficient yeast background strain, growth absorbance A615, 16 h | AID 738, 2007 | inhibition, % at 10 µM
# LYP inh 2: PTPN22 phosphatase inhibitors, primary screen, biochemical, DiFMUP fluorescence, 2 µM; Tyrosine-protein phosphatase non-receptor type 22 (Homo sapiens), Q9Y2R2; recombinant LYP catalytic domain; inhibition, % at 2 µM; hit rate 0.21% among 96,000;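 active means inhibition at 2 µM at or above a set limit, the screen mean plus 3 SD, cut at about 24% in these data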;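 further: 0% = DMSO with enzyme and 100% = enzyme fully blocked by orthovanadate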
# FAK inh: FAK kinase inhibitors, primary screen, biochemical; biochemical FAK kinase activity assay; inhibition, %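 (tested at 7 µM)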; hit rate 0.84% among 97,000; AID 727, 2007; in the data active means inhibition above about 19%;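 further: 0% = DMSO and 100% = reference compound high control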
# * hit, by the source's call; / = not tested or not shown. Unless noted, no stated cut-off is given here; in the data, active means inhibition above about 30%; inactive means the rest.
structure	EphB4 antag	PostGolgi yeast	Rev-RRE block	S1P2 antag	S1P2 agonist	LYP act	PostGolgi ctrl	LYP inh 2	FAK inh
O=C(COc1cc(Cl)c(Cl)cc1Cl)NCCN1CCOCC1	5.0	-5.8	2.4	2.5	-4.7	-2.1	3.7	-3.2	0.5
Cc1cccc(NC(=O)CC2C(=O)NCCN2C(=S)Nc2ccccc2)c1 (stereo not drawn)	-6.6	-1.6	-0.9	6.0	-5.7	-1.8	-0.3	3.9	-0.6
CCN1CCN(S(=O)(=O)c2ccc(S(=O)(=O)NCC3CCCO3)cc2)CC1 (stereo not drawn)	-9.9	12.3	-0.5	0.5	0.5	-6.3	7.9	4.5	-2.2
O=C(/C=C(\O)c1ccc(Cl)cc1)C(=O)NNC(=O)C(O)(c1ccccc1)c1ccccc1	-3.2	15.0	-0.6	-12.5	-4.0	7.0	24.1	-5.2	-7.7
CC1CCCN(CCC(=O)Nc2ccc(Br)cc2)C1 (stereo not drawn)	-4.6	/	-4.7	9.3	-0.5	-5.1	/	3.8	-0.5
CCCCS/C(N)=N/N=C/c1ccccc1O	4.6	-0.8	5.3	-7.5	0.2	3.7	-0.3	-1.4	4.0
COc1ccc(NC(=O)OCC(C)C)cc1OC	-8.8	9.9	1.9	-9.7	0.9	13.1	25.9	-14.4	-0.1
Cc1ccc(-c2cc3nc(-c4ccccc4)cc(N)n3n2)cc1	-1.0	-3.9	7.8	-16.0	-6.6	8.9	-4.5	-3.4	-2.1
O=C1C(=O)N(CCCn2ccnc2)C(c2cccnc2)/C1=C(/O)c1ccccc1 (stereo not drawn)	1.2	/	6.5	-7.5	-7.4	0.8	/	0.5	-3.1
COC(=O)c1cc(CSc2nc3ccccc3[nH]2)oc1C	1.5	-2.8	3.3	-46.0	11.0	-6.5	5.7	4.1	-1.2
O=C1CSC(c2ccco2)N1 (stereo not drawn)	-8.7	-1.4	2.6	-0.2	-4.4	11.9	-2.0	-14.8	-0.5
Cc1ccccc1N1CCN(C(=O)c2ccccc2NC(=O)C2CC=CCC2C(=O)O)CC1 (stereo not drawn)	2.0	-2.5	1.0	-1.3	-1.3	-3.2	-2.9	3.8	1.4
COC(=O)Nc1ncc(CN2C(=O)c3ccccc3C2=O)s1	-1.9	8.6	-1.8	-31.1	-2.4	1.0	-0.6	0.3	7.9
COC(=O)c1ccc(CSc2nnc(C)s2)cc1	1.8	10.1	4.4	-4.0	-6.2	-11.1	14.4	12.6	6.6
CC(C)=C(NC(=O)c1ccco1)C(=O)NCCc1nc2ccccc2[nH]1	-6.6	13.5	3.6	5.0	-6.0	2.1	-1.0	-4.5	0.7
Cc1ccc(OCc2nnc(SCc3cc(=O)[nH]c4ccccc34)o2)cc1	-5.7	-1.8	9.6	-19.6	-5.8	-5.5	10.5	3.5	-0.5
CCOC(=O)NC1CCS(=O)(=O)C1 (stereo not drawn)	-4.3	1.4	3.1	-13.7	-6.7	-12.8	-0.3	12.2	2.7
CC1(C)Cc2c(sc3ncnc(N)c23)CO1	1.8	-1.3	15.1	-4.0	-4.5	6.5	21.3	-7.9	8.6
CCN(CC)CCN1C(=O)C(=O)/C(=C(/O)c2ccncc2)C1c1ccccc1F (stereo not drawn)	0.4	-7.9	7.6	0.9	-7.8	-5.9	13.1	4.6	-4.0
COCCNC(=O)c1cc2oc3ccccc3c2n1C	0.9	-3.0	0.1	-10.6	0.4	12.7	0.9	-13.1	2.3
COc1cc2c(=O)n(Cc3ccco3)c(=O)n(CC(=O)c3cccc(Br)c3)c2cc1OC	14.4	-3.0	4.1	-4.8	5.5	13.0	-12.0	-9.1	-3.6
CC(=O)OCCN(CCOC(C)=O)c1c(C)[nH]c(=O)[nH]c1=O	4.5	-8.0	8.8	19.9	-1.6	7.3	11.3	-10.4	2.9
O=C(Nc1cccnc1)c1cccs1	0.2	-7.1	7.8	-7.0	-5.2	-5.3	-8.3	8.8	3.2
O=C(CSc1nc2ccccc2o1)c1ccc2c(c1)OCCO2	4.7	-10.1	3.0	-0.6	-6.0	5.1	22.0	-10.6	7.0
Clc1ccc(Sc2cc(N3CCOCC3)nc(-c3ccccc3)n2)cc1	-5.9	13.0	13.0	3.8	-1.4	20.8	4.8	-16.0	-3.5
CCOC(=O)C(=O)/C(=C\N(C)C)c1onc(-c2c(F)cccc2Cl)c1C(=O)OC	1.7	17.6	-0.9	11.6	-4.6	-12.1	5.5	14.8	-0.3
Cn1nc(-c2ccc(OCC(N)=O)cc2)c2ccccc2c1=O	1.9	-4.3	-2.9	-15.5	-1.5	11.5	18.6	-12.8	1.5
CC(C)CCn1c(Cl)nc2c1c(=O)n(C)c(=O)n2C	3.6	1.4	10.5	1.3	-4.8	5.1	-5.4	-8.4	-3.3
CCOc1ccccc1NC(=O)NC1(C(=O)N2CCOCC2)CCCCC1	-9.6	-5.0	2.2	-3.3	-4.0	3.4	0.5	-5.9	-1.6
CCN(CC)c1ccc(NC(=O)c2cncc(Br)c2)cc1	-7.7	-6.1	-5.1	3.6	-3.2	15.5	-1.3	-15.6	4.4

# Given with two lines to a compound: part of the list above
# Results follow in this order: EphB4 antag, PostGolgi yeast, Rev-RRE block, S1P2 antag, S1P2 agonist, LYP act, PostGolgi ctrl, LYP inh 2, FAK inh
- O=C(Nc1cccnc1)c1cccs1
  0.2, -7.1, 7.8, -7.0, -5.2, -5.3, -8.3, 8.8, 3.2
- Cc1ccc(OCc2nnc(SCc3cc(=O)[nH]c4ccccc34)o2)cc1
  -5.7, -1.8, 9.6, -19.6, -5.8, -5.5, 10.5, 3.5, -0.5
- CCOC(=O)C(=O)/C(=C\N(C)C)c1onc(-c2c(F)cccc2Cl)c1C(=O)OC
  1.7, 17.6, -0.9, 11.6, -4.6, -12.1, 5.5, 14.8, -0.3
- Clc1ccc(Sc2cc(N3CCOCC3)nc(-c3ccccc3)n2)cc1
  -5.9, 13.0, 13.0, 3.8, -1.4, 20.8, 4.8, -16.0, -3.5
- COC(=O)c1cc(CSc2nc3ccccc3[nH]2)oc1C
  1.5, -2.8, 3.3, -46.0, 11.0, -6.5, 5.7, 4.1, -1.2

# Additional results:
structure	EphB4 antag	PostGolgi yeast	Rev-RRE block	S1P2 antag	S1P2 agonist	LYP act	PostGolgi ctrl	LYP inh 2	FAK inh
Cc1ccc(-c2nc(CS(=O)CC(=O)NCCC(C)C)c(C)o2)cc1 (stereo not drawn)	2.6	6.8	5.2	15.4	-1.7	/	-4.0	/	4.3
CC(C)CCNC(=O)C1CCCN1C(=O)NC1CCCCC1 (stereo not drawn)	-2.8	/	3.5	10.1	0.3	3.3	/	-4.7	-0.5
O=c1cc(-c2ccccc2)nc(N2CCN(Cc3ccc4c(c3)OCO4)CC2)[nH]1	2.2	14.0	6.5	-3.5	-7.9	-3.2	23.3	0.4	4.5
O=C(Nc1ccccc1)c1c(F)cccc1F	-3.2	-4.9	3.5	-9.9	-1.1	-1.8	14.3	2.7	1.1
C=CCOC(=O)/C(=C/c1ccco1)NC(=O)/C=C/c1ccccc1	-1.9	-7.4	-0.5	-15.7	-1.9	-8.3	-8.7	6.8	4.2
Cc1cc(=O)oc2ccc(OCC(=O)O)cc12	-0.7	2.5	-0.4	-3.5	-2.9	3.4	10.0	-3.5	0.1
O=C(Nc1ccccc1)C1CC(=O)N(c2ccc3c4c(cccc24)CC3)C1 (stereo not drawn)	4.5	11.9	12.2	17.5	-8.6	7.2	9.0	-5.6	-1.5
O=C(C1CCN(c2nnc(-n3cccc3)s2)CC1)N1CCN(c2cccc(C(F)(F)F)c2)CC1	5.2	1.0	2.9	23.8	-5.8	-4.4	-0.3	3.9	0.6
CCN(CC)C(=O)CSc1nnc(-c2cnccn2)n1-c1ccc(C)cc1	4.9	-3.6	4.4	10.6	-11.6	3.1	-6.5	-5.4	0.3
COc1nc(-c2ccccc2)cc(C(F)(F)F)n1	-6.7	11.9	-0.2	-0.7	-2.4	9.0	28.2	-8.5	0.8
CCN(CC)S(=O)(=O)c1ccc(NS(=O)(=O)c2cccc(C)c2)cc1	0.6	0.3	2.3	19.0	-8.3	-2.3	-2.8	-0.7	11.7
COC(=O)[C@H](Cc1ccccc1)NC(=O)N1CCCCC1C (stereo partly drawn)	-11.6	-7.3	1.3	0.1	-1.3	-2.4	5.3	2.0	1.6
O=C(NN=C1CCCCCCC1)C(=O)NC1CCCCC1	-6.6	-31.2	-2.2	-1.8	-8.1	-1.7	10.2	3.7	1.8
COc1ccc(OC)c(NC(=O)CSc2nc3ccccc3cc2Cc2ccccc2)c1	4.1	8.5	17.8	3.2	-3.8	-11.2	24.5	13.3	4.9
O=C(Nc1ccc2c(c1)OCCO2)c1cccc(S(=O)(=O)N2CCCCC2)c1	-0.2	-4.8	-3.6	-7.1	-2.8	-7.0	8.5	6.1	-0.2
CCOc1ccccc1Nc1ncccc1C(=O)N1CCCC1	-5.0	5.1	-1.8	-0.1	-3.4	4.7	6.6	-7.6	-1.1
Cc1cccc(CN2CCN(c3ccccn3)CC2)c1	7.3	/	7.3	14.6	-6.6	4.0	/	-1.4	-1.6
O=C(NCn1ccc(=O)[nH]c1=S)c1ccccc1	-4.9	-1.0	1.3	10.3	-0.5	9.5	2.9	-5.0	-1.5
CCOC(=O)c1csc(NC(=O)CSc2nnnn2-c2ccc(OC)cc2)n1	-7.2	-14.0	-4.6	-4.0	-7.9	-6.4	10.3	4.2	-3.4
CCN(CC)S(=O)(=O)c1ccc(-c2nnc(SCC(=O)Nc3ccc4c(c3)OCO4)o2)cc1	4.6	-5.7	7.9	9.3	-2.6	4.1	6.3	-6.3	6.7
O=S(=O)(NCc1cccnc1)c1ccc(Cl)s1	-1.1	8.6	0.8	5.8	-2.1	4.2	5.5	-2.4	-6.6
CCCOc1ccc(C(=O)c2nc3c(n2O)CCCCC3)cc1	-2.3	-7.5	7.4	-14.0	-0.9	-0.8	14.0	2.8	2.0
CN(C)c1nc(-c2ccccc2)c2cnn(Cc3ccccc3)c2n1	0.5	1.7	16.6	5.1	10.3	1.7	10.8	-4.3	3.8
COc1ccc(NC(=O)C23CC4CC(C2)CC(n2cnc(Br)n2)(C4)C3)c(OC)c1	-2.5	-4.3	5.0	2.5	-3.8	-1.7	8.6	3.3	3.3
COc1ccc2c(c1OC)C(=O)N(c1ccc3c(c1)CCC3)C2=O	3.6	/	0.0	0.3	-0.4	12.3	/	-18.2	-0.5
O=C(NCc1ccccc1)c1ccc(S(=O)(=O)N2CCCC2)cc1	2.1	15.6	3.5	6.9	-1.3	2.4	14.3	-0.8	-0.8
O=C(c1cccc(S(=O)(=O)N2CCCC2)c1)c1cccc(S(=O)(=O)N2CCCC2)c1	-10.4	24.3	3.3	-18.0	-3.1	11.0	11.9	-13.8	0.5
CC1(C)NC(=O)N(CCCCOc2ccc(Br)cc2Cl)C1=O	6.7	1.6	11.5	-5.3	2.4	-3.3	25.0	2.2	0.5
Cc1[nH]c2ccc3c(ncn3CCC#N)c2c1C	1.6	-0.3	10.6	8.6	-7.1	3.4	18.9	0.4	-6.1
c1ccc(OCCCn2nnc(-c3ccc(N4CCOCC4)cc3)n2)cc1	-6.4	-2.4	5.6	-8.1	-1.6	-2.5	23.5	4.9	1.5
O=C(COC(=O)Cc1ccsc1)NCC1CCCCC1	-2.4	-8.0	3.5	-3.2	-5.0	11.1	13.6	-12.7	1.4
